mABHD4 FP = ABHD4 inhibitors, primary screen, biochemical, fluorescence polarization, mouse | purified mABHD4, FP-Rh probe fluorescence polarization | 0.54% of 370,000 active | inhibition, % at 8.92 µM | AID 720543, 2013 | (Lyso)-N-acylphosphatidylethanolamine lipase (Mus musculus), Q8VD66;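 active = inhibition exceeding the mean over every tested compound plus 3 SD, cut at about 30% in these data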;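 note: 0% = plate median of compound wells and 100% = S159A mutant with DMSO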
Target sequence (Q8VD66 whole entry, looked up): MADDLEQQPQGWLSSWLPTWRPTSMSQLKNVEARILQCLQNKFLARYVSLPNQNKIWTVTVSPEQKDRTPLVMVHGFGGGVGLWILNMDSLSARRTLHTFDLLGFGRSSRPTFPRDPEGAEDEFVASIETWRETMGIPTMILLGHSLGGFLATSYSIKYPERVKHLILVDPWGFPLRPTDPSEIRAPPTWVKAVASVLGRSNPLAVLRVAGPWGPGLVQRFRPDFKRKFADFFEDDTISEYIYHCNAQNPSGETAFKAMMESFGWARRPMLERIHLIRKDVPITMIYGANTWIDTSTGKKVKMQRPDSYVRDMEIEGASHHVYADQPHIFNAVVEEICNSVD
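Assay system: mABHD4 protein; medium: HEPES pH 7.0, NaCl, Pluronic buffer; dosing: 8.92 µM, single dose; schedule: 45 min + 60 min at 25 °C; signal: FP readout, ex 525 nm / em 598 nm; read-out: normalized percent inhibition of probe labeling; repeats: single replicate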
HTRA1 inhibitor = HTRA1 serine protease inhibitors, primary screen, biochemical, fluorescence polarization, HTS. Q92743. recombinant HTRA1, FP-rhodamine activity-based probe. inhibition, % at 5.96 µM. 0.5% of 340,000 active; in the data active = inhibition above about 36%;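 note: 0% = enzyme with DMSO and 100% = wells lacking enzyme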
Target sequence (Q92743 whole entry, looked up): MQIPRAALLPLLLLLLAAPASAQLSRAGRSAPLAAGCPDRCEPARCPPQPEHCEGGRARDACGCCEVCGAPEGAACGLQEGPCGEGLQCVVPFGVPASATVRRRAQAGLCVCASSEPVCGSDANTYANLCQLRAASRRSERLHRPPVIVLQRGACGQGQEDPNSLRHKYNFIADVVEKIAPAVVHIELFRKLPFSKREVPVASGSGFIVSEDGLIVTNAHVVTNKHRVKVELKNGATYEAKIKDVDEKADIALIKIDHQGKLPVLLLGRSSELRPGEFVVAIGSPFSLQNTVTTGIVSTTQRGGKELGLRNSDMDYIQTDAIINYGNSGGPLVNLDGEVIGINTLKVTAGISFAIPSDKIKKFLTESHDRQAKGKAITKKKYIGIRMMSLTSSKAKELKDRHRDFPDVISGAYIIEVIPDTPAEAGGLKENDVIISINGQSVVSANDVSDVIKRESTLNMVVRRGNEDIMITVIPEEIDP
TCR-CD3 inh = inhibitors of human TCR-CD3 interaction, primary screen, biochemical, fluorescence, TAMRA-labeled TCR probe. 0.37% of 360,000 active. inhibition, % at 9.4 µM. AID 651800, 2012. T-cell receptor (TCR); in the data active = inhibition above about 19%;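 note: recombinant mutant TCR 2C K166C tagged with TAMRA read by polarization; 0% = receptor in buffer alone and 100% = receptor with positive control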
NR1D1 modulator = modulators of Rev-erb alpha DNA binding, primary screen, biochemical, FITC-DNA, fluorescence polarization, uHTS; 0.79% of 370,000 active; Rev-erbα–FITC-DNA binding, 90 min; activity, % at 10 µM;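 active = activity above about 14%, limit read from the data; passing the limit was not always enough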;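 note: 0% = DMSO wells with 35 nM protein and 100% = DMSO wells with 750 nM protein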
rCAG binder = binders of r(CAG) RNA repeats, primary screen, biochemical, fluorescence; r(CAG) RNA repeat, TO-PRO-1 dye displacement fluorescence; inhibition, % at 3 µM; 1.3% of 370,000 active;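 active = inhibition above the plate cutoff, the mean of all test compounds on that plate plus 3 SD, cut at about 35% in these data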;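 note: 0% = DMSO alone and 100% = 100 µM mitoxantrone as full dye displacement; higher means more dye released from RNA so lower well fluorescence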
MBD2 DNA inh = inhibitors of MBD2 binding to methylated DNA, primary screen, biochemical, TR-FRET, DNA-binding domain, human | Methyl-CpG-binding domain protein 2 (Homo sapiens), Q9UBB5 | MBD2 binding to methylated oligonucleotide | inhibition, % at 4.4 µM | 0.31% of 370,000 active | AID 686964, 2013; in the data active = inhibition above about 13%
PG9 binder = binders of HIV-1 gp120 antibody PG9, primary screen, biochemical, TR-FRET; 0.43% of 360,000 active; TR-FRET gp120-PG9 antibody binding; HIV-1 gp120 / PG9 antibody interaction; inhibition, % at 6.7 µM; in the data active = inhibition above about 8.5%
LEDGF integ inh = blockers of LEDGF/p75-dependent integrase strand transfer – biochemical, TR-FRET, high throughput, primary screen; HIV-1 integrase (with human LEDGF/p75); TR-FRET IN-LEDGF/p75 DNA integration, Eu/Cy5; inhibition, % at 3.7 µM; 0.64% of 370,000 active; AID 743269, 2014;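 active = inhibition above the screen-wide mean plus 3 SD, cut at about 13% in these data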;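 note: signal is the Cy5 over europium emission ratio at 671 and 618 nm; 0% = plate median of compound wells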
PRMT1 FP inh = PRMT1 methyltransferase inhibitors, primary screen, biochemical, fluorescence polarization; inhibition, % at 2.79 µM; 1.3% of 370,000 active; recombinant PRMT1, activity-based probe fluorescence polarization; AID 652257, 2013; Protein arginine N-methyltransferase 1 (Homo sapiens), Q99873;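 active = inhibition above about 21% made by adding two undisclosed values, limit read from the data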
UHRF1 MBD2 ctr = UHRF1 methylated DNA binding inhibitors, primary screen, counter-screen for MBD2 inhibitor project, biochemical, TR-FRET, human UHRF1, single concentration | UHRF1 binding to methylated oligo | 0.75% of 370,000 active | inhibition, % at 4.4 µM; in the data active = inhibition above about 21%;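 note: UHRF1 SRA domain binding a hemimethylated CpG hairpin DNA probe; 0% = median of test compound wells and 100% = reference inhibitor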
* marks the source's active call; other numbers are inactive results.

For COc1ccc(-c2c(C)nn3c(N4CCC(C(=O)N5CCCCC5)CC4)cc(C)nc23)cc1OC the results were mABHD4 FP -1, HTRA1 inhibitor 0, TCR-CD3 inh 6, NR1D1 modulator -5, rCAG binder 0, MBD2 DNA inh 3, PG9 binder 30*, LEDGF integ inh -1, PRMT1 FP inh -4 and UHRF1 MBD2 ctr 3.
Screening N#CCCN(NC(=O)OCc1ccccc1)C(=O)OCc1ccccc1 returned mABHD4 FP -1, HTRA1 inhibitor 3, TCR-CD3 inh 7, NR1D1 modulator 1, rCAG binder 2, MBD2 DNA inh -2, PG9 binder -2.8, LEDGF integ inh -1, PRMT1 FP inh -6 and UHRF1 MBD2 ctr -2.
Screening COc1ccc(CCNC(=S)c2ccccc2)cc1OC returned mABHD4 FP -5, HTRA1 inhibitor -3, TCR-CD3 inh -2, NR1D1 modulator 4, rCAG binder -2, MBD2 DNA inh 7, PG9 binder 0.0, LEDGF integ inh -1, PRMT1 FP inh -1 and UHRF1 MBD2 ctr 7.
For Cc1nnc(NC(=O)CC(C)c2ccccc2)s1 (stereo unspecified) the results were mABHD4 FP 2, HTRA1 inhibitor 4, TCR-CD3 inh -3, NR1D1 modulator 1, rCAG binder -6, MBD2 DNA inh 2, PG9 binder 0.0, LEDGF integ inh -2, PRMT1 FP inh 1 and UHRF1 MBD2 ctr 1.
`Cc1ccc(Cn2cc(CN3CC(N4CCN(C)CC4)CS3(=O)=O)nn2)cc1` (stereo unspecified) gave mABHD4 FP 5, TCR-CD3 inh 3, NR1D1 modulator -2, rCAG binder 2, MBD2 DNA inh 2, PG9 binder -2.4, LEDGF integ inh -2, PRMT1 FP inh 0 and UHRF1 MBD2 ctr 13.
`COc1cccc(-c2nc(NCCN3CCOCC3)c3ccccc3n2)c1O` gave mABHD4 FP 19, HTRA1 inhibitor 1, TCR-CD3 inh 2, NR1D1 modulator 1, rCAG binder 10, MBD2 DNA inh 0, PG9 binder -3.3, LEDGF integ inh -1, PRMT1 FP inh 0 and UHRF1 MBD2 ctr 6.
Screening CC(=O)NC1=NC(=O)CS1 returned mABHD4 FP 6, HTRA1 inhibitor 0, TCR-CD3 inh -2, NR1D1 modulator 1, rCAG binder 2, MBD2 DNA inh 2, PG9 binder 0.7, LEDGF integ inh 0, PRMT1 FP inh 72* and UHRF1 MBD2 ctr 0.
For Cc1ccc(OCCCC(=O)N2CCOCC2)c(C)c1 the results were mABHD4 FP -4, HTRA1 inhibitor 1, TCR-CD3 inh 2, NR1D1 modulator 4, rCAG binder -7, MBD2 DNA inh -3, PG9 binder -0.7, LEDGF integ inh 1, PRMT1 FP inh -3 and UHRF1 MBD2 ctr -1.
`CCc1ccc(CN(C)Cc2c(C(=O)N3CCOCC3)nc3c(C)cccn23)nc1` gave mABHD4 FP 5, HTRA1 inhibitor 2, TCR-CD3 inh 6, NR1D1 modulator 1, rCAG binder 0, MBD2 DNA inh 3, PG9 binder -1.4, LEDGF integ inh 1, PRMT1 FP inh -3 and UHRF1 MBD2 ctr -2.
`CCc1nnc(NC(=O)CCC(=O)NCc2ccc(C)cc2)s1` gave mABHD4 FP -5, HTRA1 inhibitor -1, TCR-CD3 inh 8, NR1D1 modulator -3, rCAG binder 1, MBD2 DNA inh 4, PG9 binder 1.2, LEDGF integ inh -3, PRMT1 FP inh 3 and UHRF1 MBD2 ctr 3.
For Cc1nc(C)c(-c2ccc(SCc3ccc([N+](=O)[O-])cc3)nn2)s1 the results were mABHD4 FP -6, HTRA1 inhibitor -6, TCR-CD3 inh 6, NR1D1 modulator 5, rCAG binder 1, MBD2 DNA inh 4, PG9 binder 1.0, LEDGF integ inh 2, PRMT1 FP inh -1 and UHRF1 MBD2 ctr -1.
Screening O=C(O)CC1(O)C(=O)N(Cc2ccccc2)c2ccccc21 (stereo unspecified) returned mABHD4 FP -3, HTRA1 inhibitor 3, TCR-CD3 inh 4, NR1D1 modulator 0, rCAG binder 2, MBD2 DNA inh -3, PG9 binder -2.8, LEDGF integ inh 4, PRMT1 FP inh -3 and UHRF1 MBD2 ctr -2.
For O=C(NCc1ccccc1F)C1CCCN1C(=O)Nc1ccccc1 (stereo unspecified) the results were mABHD4 FP 2, HTRA1 inhibitor -9, TCR-CD3 inh 9, NR1D1 modulator 0, rCAG binder -1, MBD2 DNA inh 0, PG9 binder -2.7, LEDGF integ inh -4, PRMT1 FP inh -4 and UHRF1 MBD2 ctr 1.
CC1(C)C2CCC1(C)C(OC(=O)C[n+]1ccccc1N)C2 (stereo unspecified) was read as mABHD4 FP 2, HTRA1 inhibitor 17, TCR-CD3 inh 8, NR1D1 modulator -3, rCAG binder 2, MBD2 DNA inh -2, PG9 binder -1.2, LEDGF integ inh 5, PRMT1 FP inh 1 and UHRF1 MBD2 ctr 1.
CCc1nc2c(OCc3ccccc3C(=O)OC)cccn2c1N(C)C(=O)c1cccs1 was read as mABHD4 FP 4, TCR-CD3 inh 9, NR1D1 modulator -1, rCAG binder 2, MBD2 DNA inh 2, PG9 binder 1.7, LEDGF integ inh -3, PRMT1 FP inh 0 and UHRF1 MBD2 ctr -2.
`COC(=O)[C@]12CCCCC=C1N(Cc1ccc3c(c1)OCO3)C(=O)[C@H](CC(=O)NCCC(C)C)C2` gave mABHD4 FP -2, TCR-CD3 inh -1, NR1D1 modulator -4, rCAG binder -1, MBD2 DNA inh 1, PG9 binder -0.2, LEDGF integ inh 3, PRMT1 FP inh 2 and UHRF1 MBD2 ctr 0.
For CCOc1ccc(C(C)C)cc1S(=O)(=O)Nc1ccc(Cl)cn1 the results were mABHD4 FP -2, HTRA1 inhibitor 1, TCR-CD3 inh 7, NR1D1 modulator 4, rCAG binder -1, MBD2 DNA inh -1, PG9 binder -2.5, LEDGF integ inh -1, PRMT1 FP inh 0 and UHRF1 MBD2 ctr 3.
`O=C(CCS(=O)(=O)c1ccc(Br)cc1)NCCc1ccccc1` gave mABHD4 FP 5, HTRA1 inhibitor 0, TCR-CD3 inh 2, NR1D1 modulator 2, rCAG binder -5, MBD2 DNA inh 3, PG9 binder -0.3, LEDGF integ inh -2, PRMT1 FP inh 7 and UHRF1 MBD2 ctr 5.
COc1ccc(-c2noc(C(C)NC(=O)c3ccco3)n2)cc1OC (stereo unspecified) was read as mABHD4 FP 5, HTRA1 inhibitor 9, TCR-CD3 inh 1, NR1D1 modulator 9, rCAG binder 1, MBD2 DNA inh 2, PG9 binder -1.4, LEDGF integ inh 4, PRMT1 FP inh 0 and UHRF1 MBD2 ctr 2.
`CCn1nnnc1NCc1ccc(SC)cc1` gave mABHD4 FP 6, HTRA1 inhibitor 8, TCR-CD3 inh -1, NR1D1 modulator -1, rCAG binder -3, MBD2 DNA inh -1, PG9 binder 0.8, LEDGF integ inh 5, PRMT1 FP inh -5 and UHRF1 MBD2 ctr 1.
COc1nccnc1NS(=O)(=O)c1ccc(NC(=S)NC(=O)c2cccnc2)cc1 was read as mABHD4 FP -4, HTRA1 inhibitor -4, TCR-CD3 inh -5, NR1D1 modulator -1, rCAG binder 4, MBD2 DNA inh 1, PG9 binder -0.7, LEDGF integ inh 1, PRMT1 FP inh 1 and UHRF1 MBD2 ctr 1.
CCCC1CC(C(=O)NC(C(C)Cl)C2OC(SC)C(O)C(O)C2O)N(C)C1 (stereo unspecified) was read as mABHD4 FP 2, HTRA1 inhibitor 0, TCR-CD3 inh -5, NR1D1 modulator -5, rCAG binder -3, MBD2 DNA inh 5, PG9 binder -0.2, LEDGF integ inh -3, PRMT1 FP inh 2 and UHRF1 MBD2 ctr -2.
Screening COc1cccc(/C=N/N=C(\N)c2nonc2N)c1O returned mABHD4 FP 5, HTRA1 inhibitor 11, TCR-CD3 inh 7, NR1D1 modulator -2, rCAG binder 0, MBD2 DNA inh 1, PG9 binder -3.8, LEDGF integ inh 1, PRMT1 FP inh -2 and UHRF1 MBD2 ctr -3.
For Cc1cc(C(=O)NNC(=O)c2ccccc2[N+](=O)[O-])c(C)o1 the results were mABHD4 FP 0, HTRA1 inhibitor 0, TCR-CD3 inh 4, NR1D1 modulator -7, rCAG binder 1, MBD2 DNA inh -3, PG9 binder -1.1, LEDGF integ inh 0, PRMT1 FP inh -2 and UHRF1 MBD2 ctr -3.
For Cc1cc(C(=O)OCC(=O)NC(C)C)c2ccccc2n1 the results were mABHD4 FP -2, HTRA1 inhibitor 0, TCR-CD3 inh 1, NR1D1 modulator -3, rCAG binder 4, MBD2 DNA inh -1, PG9 binder -1.6, LEDGF integ inh 0, PRMT1 FP inh -3 and UHRF1 MBD2 ctr 2.
Cc1cc(C)n(-c2nc3c(c(=O)[nH]c(=O)n3C)n2C)n1 was read as mABHD4 FP 0, HTRA1 inhibitor 2, TCR-CD3 inh 2, NR1D1 modulator -5, rCAG binder 3, MBD2 DNA inh -2, PG9 binder 1.8, LEDGF integ inh 1, PRMT1 FP inh 3 and UHRF1 MBD2 ctr -3.
CC(=O)Oc1oc(-c2ccccc2)nc1C=Nc1ccc(N(C)C)cc1 was read as mABHD4 FP -1, HTRA1 inhibitor 0, TCR-CD3 inh -3, NR1D1 modulator -4, rCAG binder -2, MBD2 DNA inh -1, PG9 binder -1.8, LEDGF integ inh -5, PRMT1 FP inh 4 and UHRF1 MBD2 ctr -1.
For CCc1c(C)nc2cc(-c3ccc(OC)c(OC)c3)nn2c1N1CCC(C)CC1 the results were mABHD4 FP -6, HTRA1 inhibitor 2, TCR-CD3 inh -2, NR1D1 modulator 0, rCAG binder 2, MBD2 DNA inh 2, PG9 binder 1.6, LEDGF integ inh -2, PRMT1 FP inh 4 and UHRF1 MBD2 ctr -1.
For CC(NC(=O)Cc1ccc(S(=O)(=O)N2CCCCC2)cc1)c1ccccc1 (stereo unspecified) the results were mABHD4 FP -3, HTRA1 inhibitor -6, TCR-CD3 inh 7, NR1D1 modulator 6, rCAG binder 9, MBD2 DNA inh -1, PG9 binder -1.3, LEDGF integ inh 1, PRMT1 FP inh 1 and UHRF1 MBD2 ctr -1.
`Cc1ccc(C(=O)NCc2ccc(Cl)cc2)cc1S(=O)(=O)N1CCCCC1` gave mABHD4 FP -6, HTRA1 inhibitor -5, TCR-CD3 inh 1, NR1D1 modulator 7, rCAG binder 0, MBD2 DNA inh -2, PG9 binder -0.8, LEDGF integ inh 2, PRMT1 FP inh 0 and UHRF1 MBD2 ctr 0.

A portion of the library. The share of hits here may be higher or lower than overall.
